From PubChem BioAssay
proCasp7 act = counter-screen for procaspase-3 activators: activators of human procaspase-7 | recombinant procaspase-7, Ac-DEVD-pNA absorbance 405 nm; D23A/D198A/D206A triple mutant, cannot self-cleave; scale: DMSO 0, 5 µM enzyme 100 | P55210 | 0.093% of 330,000 active | activation, % at 8.5 µM;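 active = percent activation above the screen-wide mean plus 3 SD, cut at about 25% in these data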
Target sequence (P55210 whole entry D23A/D198A/D206A): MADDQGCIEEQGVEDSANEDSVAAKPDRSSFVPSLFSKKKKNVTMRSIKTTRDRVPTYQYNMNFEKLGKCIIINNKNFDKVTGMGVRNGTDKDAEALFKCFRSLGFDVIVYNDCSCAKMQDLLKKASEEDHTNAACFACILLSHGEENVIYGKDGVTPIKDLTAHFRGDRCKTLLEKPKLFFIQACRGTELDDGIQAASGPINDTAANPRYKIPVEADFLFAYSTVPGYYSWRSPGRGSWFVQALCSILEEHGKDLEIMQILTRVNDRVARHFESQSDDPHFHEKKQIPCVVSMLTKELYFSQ
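Replicates: singlicate. Assay system: Procaspase-7 triple mutant (PC-7 D3A). Signal: 405 nm absorbance of p-nitroaniline. Times: 1 h preincubation, 2 h reaction. Buffer or medium: Zinc-free HEPES pH 7.4 with 300 mM NaCl, 0.01% Triton X-100. Also added: DEVD-pNA substrate. Benchmarks: DMSO wells as 0%, DMSO with 5 µM added PC-7 as 100%.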
VLA-4 inh = inhibition in a human VLA-4 binding assay; P13612; VLA-4 expressing cells, ligand binding flow cytometry; inhibition, % (about 7 µM as worked out from the volumes in the protocol); 0.2% of 330,000 active; AID 2557; in the data active = inhibition above about 50%
core dimer inh = HCV core protein dimerization inhibition | inhibition, % at 5 µM | TR-FRET GST/Flag-core106 dimerization, 1536-well | 0.33% of 300,000 active;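 active = inhibition above the mean of all tested compounds plus 3 SD, set per screening campaign, cut at about 45% in these data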
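Material: Tagged HCV core106 pair (GST and Flag) | Amount: GST-core106 13.5 nM, Flag-core106 17 nM | Medium: KF-containing HEPES buffer, pH 7.45, DTT, CHAPS, BSA | Reagent: Eu donor and XL665 acceptor anti-tag antibodies | Schedule: 4 h at 22.5 °C | Technique: Time-resolved FRET, ex 340 nm, em 617 and 671 nm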
PP5 inh = inhibitors of human protein phosphatase 5 (PP5); inhibition, % at 6.7 µM; purified PP5c, OMFP substrate fluorescence; AID 1987; 0.18% of 320,000 active; P53041;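 active = inhibition above the campaign's mean inhibition across all tested compounds plus 3 SD, cut at about 9.5% in these data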;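 note: 0% = DMSO only and 100% = 100 µM cantharidin control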
PP1 inh = counter-screen for PP5 inhibitors: inhibitors of human PP1-alpha. purified PP1alpha, OMFP fluorescence. P62136. AID 2235. 0.9% of 320,000 active. inhibition, % at 6.7 µM;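 active = inhibition above the mean inhibition of all tested compounds plus 3 SD, computed separately for each screening campaign, cut at about 15% in these data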
GRK2 inh = human GRK2 inhibition via aptamer displacement; P25098; bead flow cytometry, FAM-aptamer displacement from GRK2; inhibition of aptamer binding, % at 10 µM; 0.59% of 330,000 active;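 active = inhibition of aptamer binding above 40%, roughly 3 SD of noise, on plates passing a quality check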;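 note: median bead fluorescence of bound FAM aptamer so fluorescent compounds give negative values; no value below 0 was filed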
Target sequence (P25098 whole entry, looked up): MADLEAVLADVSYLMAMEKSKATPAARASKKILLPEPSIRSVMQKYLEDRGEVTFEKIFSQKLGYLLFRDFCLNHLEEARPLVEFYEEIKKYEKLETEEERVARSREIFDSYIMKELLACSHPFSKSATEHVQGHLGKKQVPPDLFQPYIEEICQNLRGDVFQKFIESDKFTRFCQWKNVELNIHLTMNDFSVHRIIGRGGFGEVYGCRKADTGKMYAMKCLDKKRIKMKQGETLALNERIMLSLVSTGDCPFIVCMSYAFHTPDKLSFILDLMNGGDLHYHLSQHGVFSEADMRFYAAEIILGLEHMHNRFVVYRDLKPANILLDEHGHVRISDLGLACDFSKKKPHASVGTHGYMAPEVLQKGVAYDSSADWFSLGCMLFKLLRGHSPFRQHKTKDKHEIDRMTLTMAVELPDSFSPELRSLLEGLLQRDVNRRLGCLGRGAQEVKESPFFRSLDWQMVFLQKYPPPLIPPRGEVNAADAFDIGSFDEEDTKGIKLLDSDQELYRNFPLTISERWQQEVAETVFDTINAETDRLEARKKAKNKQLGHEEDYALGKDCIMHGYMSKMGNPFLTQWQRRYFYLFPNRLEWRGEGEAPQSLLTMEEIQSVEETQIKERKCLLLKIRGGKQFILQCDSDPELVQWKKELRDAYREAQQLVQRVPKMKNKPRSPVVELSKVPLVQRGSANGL
procasp3 activ = procaspase-3 (human) activation. P42574. recombinant procaspase-3 D3A, Ac-DEVD-pNA absorbance 405 nm. activation, % at 8.5 µM. 0.11% of 330,000 active. AID 463141;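 active = activation above the mean of all tested compounds plus 3 SD, cut at about 21% in these data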;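 note: 0% = DMSO alone and 100% = DMSO wells spiked with extra 5 µM PC-3 D3A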
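Assay system – Procaspase-3 D3A mutant · Benchmarks – DMSO low control, extra-enzyme high control · Technique – 405 nm absorbance of p-nitroaniline, reads at 0 and 120 min · Doses – 8.5 µM nominal · Measure – % activation between DMSO and enzyme-spiked controls · Also added – Ac-DEVD-pNA chromogenic peptide substrate · Schedule – 1 h compound preincubation, 2 h substrate hydrolysis at 25 °C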
Fh CTSL1 inh = cathepsin L1 inhibition, PFM18AAP counter-screen | recombinant F. hepatica cathepsin L1, Z-Leu-Arg-MCA fluorescence | inhibition, % at 5.96 µM | 0.49% of 300,000 active | AID 1906;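 active = inhibition above the mean of all tested compounds plus 3 SD, set per screening campaign, cut at about 17% in these data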;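 note: 0% = plate median of test compound wells and 100% = 1 µM Z-Phe-Ala-diazomethylketone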
JMJD2C inh = human JMJD2C demethylase inhibition. GST-JMJD2C(1-420) H3K9me3 demethylation, DELFIA europium. inhibition, % at 2.35 µM. 0.069% of 330,000 active. AID 2099;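 active = more than half of a compound's replicate wells show inhibition beyond 50%, single wells judged on their own value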;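 note: signal counts dimethyl H3K9 product captured on neutravidin plate; 0% = median of DMSO wells and 100% = 0.3 times that DMSO median; strong numbers were not always called active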
* hit, by the source's call; i = inactive; . = no result given.

Second line of a record: PP5 inh	proCasp7 act	GRK2 inh	Fh CTSL1 inh	JMJD2C inh	core dimer inh	VLA-4 inh	PP1 inh	procasp3 activ
- CC(C)(C)OC(=O)N1CCC(c2c(C(=O)NCC3CCN(C4CCCC4)C3)cnn2-c2ccc(F)cc2)CC1 (configuration not stated)
→ 2.7	-10	27	-4	-3	4	-1	-2	6
- CC1CC(C)CN(CCCCOc2ccc([N+](=O)[O-])cc2)C1 (configuration not stated)
→ -1.6	-1	2	3	-7	2	0	-1	0
- COc1cc(OC)c(OC)cc1/C=C/c1cc(C(F)(F)F)[nH]c(=O)n1
→ -1.1	3	2	4	36	2	-1	-4	10
- CCCCN(C(=O)CCNC(=O)NC12CC3CC(CC(C3)C1)C2)c1c(N)n(CCCC)c(=O)[nH]c1=O
→ 0.8	7	0	1	-7	-6	0	-3	-6
- Cc1cc(OC(=O)N2CCOCC2)cc(C)c1Cl
→ -0.1	5	0	-2	43	-2	-11	0	7
- COc1cc(/C=N/NC(=O)c2ccc(Cl)c(S(N)(=O)=O)c2)ccc1OCC(N)=O
→ 1.0	2	1	2	0	5	-3	1	8
- C=CCn1c(C)nc2ccccc2c1=O
→ -1.6	-2	0	-3	-26	3	7	6	6
- COc1ccc(CN2C(=O)C(CC(C)C)Nc3ncnc(N4CCOCC4)c32)cc1 (configuration not stated)
→ 4.1	-11	97*	2	.	-4	-1	-1	2
- Cc1c(NC(=S)NC(=O)C(C)(C)C)cccc1[N+](=O)[O-]
→ 1.4	-13	0	-1	7	-5	-10	-4	-15
- O=C(c1ccc(F)cc1)c1cc2ccccc2o1
→ 0.0	10	0	0	-3	-2	0	-2	-1
- O=C1C2C(c3ccccc3)=NN(c3ccccc3)C2C(=O)N1c1ccccc1 (configuration not stated)
→ -0.7	25	0	1	13	3	-3	-2	23*
- CCCCC(=O)Nc1ccccc1C(C)C
→ 2.6	8	8	0	-2	-2	22	-2	1
- C=CCOc1ccc(/C=N/NC(=O)CN2CCCCC2)cc1OC
→ -1.0	8	1	0	11	-1	9	-8	-2
- Cc1cc(C)cc(OCC(=O)Nc2ccc(CN3CCCCC3)cc2)c1
→ -0.7	7	2	-1	-3	-3	10	-1	6
- O=C1CC(N2CCc3ccccc32)C(=O)N1c1ccccc1 (configuration not stated)
→ 0.1	1	0	0	-3	1	12	-1	9
- COc1ccccc1C(=O)Nc1ccc2c(c1)CCCN2C(=O)c1ccccc1
→ 1.3	0	2	2	7	2	3	2	3
- CCOc1cc(NC(=O)c2cccs2)c(OCC)cc1NC(=O)c1ccccn1
→ -0.2	3	0	1	-9	14	1	-4	3
- N#Cc1c(N)nc2c(c1N)CC(CCl)O2 (configuration not stated)
→ 1.0	-5	22	0	-29	2	0	1	2
- O=C(NCC1CCCO1)c1ccc(NC(=O)c2cccc(Br)c2)cc1 (configuration not stated)
→ 1.9	14	0	-1	11	-2	1	3	10
- Cc1ccc(-c2nc(C(=O)NCC3CCCO3)cc3c2[nH]c2ccccc23)cc1 (configuration not stated)
→ 7.0	-5	2	8	i	8	-8	2	2

More records follow.
Second line of a record: PP5 inh	proCasp7 act	GRK2 inh	Fh CTSL1 inh	JMJD2C inh	core dimer inh	VLA-4 inh	PP1 inh	procasp3 activ
- CC1CCCCC1NC(=O)COC(=O)c1ccc(S(=O)(=O)N2CCOCC2)cc1 (configuration not stated)
→ 0.6	11	0	-3	1	3	6	3	3
- CN(C)CCNC(=O)c1onc(CSc2ccc(F)cc2)c1C(=O)NCCN(C)C
→ 2.4	3	0	-2	8	-1	41	0	1
- O=C(CCNS(=O)(=O)c1cccc2nonc12)N1CCN(c2cccc(Cl)c2)CC1
→ 1.1	5	0	-10	1	0	-2	1	5
- O=C(N/N=C/c1cccnc1)c1ccc(NC(=O)C(c2ccccc2)c2ccccc2)cc1
→ 4.6	0	2	1	-14	6	18	4	-7
- C=CCn1c(CNC(=O)c2ccccc2C)nnc1SCC(=O)NC1CCCC1
→ -0.8	3	0	-2	-17	-3	2	3	-3
- CCC(NC(=O)C1CCC1)c1ccccc1 (configuration not stated)
→ 2.4	3	0	0	4	-6	6	4	3
- CCOc1ccc(OCCOCCN2CCc3ccccc3C2)cc1
→ -2.3	-7	0	-2	13	3	25	0	-1
- CC(=O)N1CCN(S(=O)(=O)c2cccc(C(=O)Nc3nc4ccccc4[nH]3)c2)CC1
→ 1.3	6	5	-3	-3	7	1	-1	-3
- CN(C)/C=N/c1ncc(C(=O)c2ccc(Cl)cc2Cl)s1
→ 0.7	2	0	9	-2	11	0	-3	6
- Cc1noc(C)c1COc1cccc(C(=O)OC(C)C(=O)Nc2ccc3c(c2)OCO3)c1 (configuration not stated)
→ 0.3	8	0	-12	0	0	8	-1	-2
- CCn1cc(C(=O)O)c(=O)c2cnc(N3CCN(C(=S)Nc4ccccc4C(F)(F)F)CC3)nc21
→ 0.9	-10	0	-1	0	0	9	3	-3
- CCOc1ccccc1NC(=O)CCC(=O)Nc1nnc(C2CCCCC2)s1
→ 0.2	-7	0	-1	-3	-3	-9	4	1
- Cc1ccc(C)c2c1cc(C)c1nnc(SCc3ccccn3)n12
→ -3.3	1	6	1	9	-5	2	-4	2
- O=C(CCC(=O)N1CCOc2ccc(Cl)cc21)N1CCN(c2ccccn2)CC1
→ -0.2	-3	0	-4	4	0	4	0	-3
- CC(C)Cc1ccc(CN2CCCC(NC(=O)CCn3cnnn3)C2)cc1 (configuration not stated)
→ -0.6	1	0	3	-19	-4	-4	1	1
- COc1ccc(CNC(=O)COC(=O)C2CC3C=CC2C3)cc1 (configuration not stated)
→ 2.8	-1	0	-2	2	5	6	-3	2
- Cc1ccc([N+](=O)[O-])cc1NC(=O)C1CCCC1
→ 0.5	-4	6	4	6	-3	3	-1	-1
- CCN(CC)CCn1c(SCC(=O)Nc2ccc3c(c2)CCC3)nc2ccccc2c1=O
→ 4.8	2	0	.	.	.	3	6	5
- CC1CCC(Nc2nnnn2-c2ccccc2)CC1 (configuration not stated)
→ -0.3	5	0	1	1	-8	-7	-1	3
- Cc1ccc(/C=N/n2c(-c3ccccn3)n[nH]c2=S)o1
→ 0.8	-1	1	-4	1	1	0	-6	-1

(next part)
Second line of a record: PP5 inh	proCasp7 act	GRK2 inh	Fh CTSL1 inh	JMJD2C inh	core dimer inh	VLA-4 inh	PP1 inh	procasp3 activ
- O=C(O)CCCC(=O)N1CC(=O)Nc2ccccc21
→ -1.2	4	1	-2	14	-5	4	-3	2
- OC(C#CCN1CCCC1)c1ccccc1 (configuration not stated)
→ 1.6	-3	0	-1	2	0	8	-7	-1
- Cc1ccc(S(=O)(=O)N[C@@H](Cc2ccccc2)C(=O)N2CCC(C(=O)N[C@H](C(=O)O)C(C)O)CC2)cc1 (some centres not stated)
→ 0.6	11	1	-1	1	-5	14	0	6
- CC(O)c1nc2ccccc2n1CCCCOc1ccccc1 (configuration not stated)
→ 0.9	-8	0	0	1	2	13	2	-8
- CC(C)CC(NC(=O)/C(=C/c1ccco1)NC(=O)c1ccc(Br)o1)C(=O)O (configuration not stated)
→ 0.3	3	10	23*	-4	0	12	-2	-8
- COC(c1ccccc1)c1nnc(CCC(=O)NCc2ccc3ncccc3c2)o1 (configuration not stated)
→ 3.0	8	0	1	-38	-8	0	-1	4
- Cn1cc(/C=N/NC(=O)c2ccc(C#N)cc2F)c2ccccc21
→ 2.2	0	0	3	-12	-3	-1	-3	-1
- CCCCc1ccc(NC(=S)Nc2cccnc2)cc1
→ -0.3	-3	3	0	-8	-4	14	1	-5
- Cc1[nH][nH]c(=O)c1C(c1ccc(O)c([N+](=O)[O-])c1)c1c(C)[nH][nH]c1=O
→ 3.8	2	37	-1	5	-10	-11	-3	-4
- CCCC(=O)Nc1cc2c(cc1C(=O)c1ccccc1)OCCO2
→ 2.8	0	0	-2	5	-1	2	0	7
- O=C(COC(=O)c1ccc(N2CCCC2=O)cc1)NCc1ccco1
→ 3.5	3	7	-5	-8	-1	11	-2	-3
- COc1ccccc1N(CCC#N)C(=S)Nc1ccc(S(=O)(=O)N2CCOCC2)cc1
→ .	-9	0	.	1	.	0	.	-15
- CN1CCC(N(C)S(=O)(=O)c2ccc(NC(=O)COc3ccc([N+](=O)[O-])cc3)cc2)CC1
→ 2.3	7	0	-5	5	-1	11	-4	1
- COc1ccccc1OCCOc1ccc(/C=C2\C(=N)N3N=C(S(C)(=O)=O)SC3=NC2=O)cc1
→ 3.3	6	0	1	-12	22	34	9	1
- NC(=O)c1cc(N2C(=O)C3CC=CCC3C2=O)ccc1N1CCCCC1 (configuration not stated)
→ 1.5	-2	2	4	-3	-1	13	-1	3
- Cc1ccc(N(CCC#N)C(=O)CSc2nnc3ccccn23)cc1
→ 3.5	0	3	.	-1	.	6	0	0
- O=C(Nc1ccccc1)Nc1ccc(C(F)(F)F)cn1
→ 0.6	-2	0	1	3	-1	3	-4	4
- Cc1ccc(S(=O)(=O)N2CCOCC2)cc1NC(=O)COC(=O)c1cc(=O)[nH]c2ccccc12
→ -1.3	5	0	-14	35	-1	7	2	6
- CN(C)S(=O)(=O)c1ccc(N2CCCC2)c(C(=O)Nc2ccc(F)cc2F)c1
→ -1.8	-9	11	2	1	3	-8	-3	-11
- CCOc1cc(C(=O)Nc2cc(C)on2)cc(OCC)c1OCC
→ 4.8	0	0	1	16	0	9	1	-3

Arranged by the number under GRK2 inh (lowest first): 3 of the compounds above
smiles,GRK2 inh
CN1CCC(N(C)S(=O)(=O)c2ccc(NC(=O)COc3ccc([N+](=O)[O-])cc3)cc2)CC1,0
O=C(O)CCCC(=O)N1CC(=O)Nc2ccccc21,1
Cc1ccc(N(CCC#N)C(=O)CSc2nnc3ccccn23)cc1,3

The list continues:
Second line of a record: PP5 inh	proCasp7 act	GRK2 inh	Fh CTSL1 inh	JMJD2C inh	core dimer inh	VLA-4 inh	PP1 inh	procasp3 activ
- COc1ccc(CC(=O)N/N=C/c2sccc2C)cc1
→ 2.0	8	0	3	8	-4	4	1	-7
- COc1cccc(NC(=O)CCCn2c(=O)[nH]c3ccccc3c2=O)c1
→ -0.2	-2	1	-1	2	-6	-2	0	0
- Cc1nc2sc(C(=O)O)c(N)c2c2c1COC(C)(C)C2
→ 1.6	-15	1	-6	-1	9	-8	-1	-27
- CC(C)(C)C1CCc2nc(NC(=O)Cc3cn4ccsc4n3)sc2C1 (configuration not stated)
→ 5.6	5	.	1	-13	12	10	16*	5
- Cc1cc(NCc2ccco2)n2c(nc3ccccc32)c1C#N
→ 4.5	22	5	-1	2	0	17	-2	-3
- CCCCOCCCNCC(=O)Nc1ccc(S(N)(=O)=O)cc1
→ -2.7	-2	0	0	1	-5	7	-2	5
- O=C1N=C(N2CCCC2C(=O)O)S/C1=C\c1ccco1 (configuration not stated)
→ 2.8	-6	4	1	-6	-6	2	-3	-7
- Cc1cccc2c1N(CCCOc1ccc(C(C)(C)C)cc1)C(=O)C2=O
→ 2.6	4	1	-1	-7	3	20	14	3
